CCR6 antag = CCR6 receptor antagonists, primary screen, cell-based, CHO-K1, luminescence, beta-arrestin, uHTS | CHO-K1 CCR6 PathHunter beta-arrestin, CCL20-stimulated | hit rate 0.49% among 340,000 | AID 493098, 2011 | inhibition, % at 20 µM;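 active = compounds whose inhibition of the agonist-driven luminescence signal at 20 µM reaches about 50%, limit read from the data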;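 also: cells stimulated with CCL20 at 14 nM final; plate controls were DMSO with CCL20 for no effect and DMSO without agonist for full effect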
Target sequence (P51684 whole entry, looked up): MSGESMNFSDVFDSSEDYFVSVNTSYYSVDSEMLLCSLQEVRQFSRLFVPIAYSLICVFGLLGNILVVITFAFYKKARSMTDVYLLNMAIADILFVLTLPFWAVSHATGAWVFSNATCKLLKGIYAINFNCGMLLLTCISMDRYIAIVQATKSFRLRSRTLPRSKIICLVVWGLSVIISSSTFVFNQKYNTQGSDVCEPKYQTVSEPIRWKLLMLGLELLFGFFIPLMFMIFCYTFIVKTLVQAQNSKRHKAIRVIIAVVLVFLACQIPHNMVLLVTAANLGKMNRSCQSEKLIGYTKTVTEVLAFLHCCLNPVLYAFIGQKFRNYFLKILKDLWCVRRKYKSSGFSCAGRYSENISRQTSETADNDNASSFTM
Gli-Sufu antag = Gli-Sufu pathway antagonists, primary screen, luciferase luminescence, Sufu-KO-LIGHT cells, uHTS | Sufu-KO-LIGHT fibroblasts, Gli luciferase reporter luminescence | inhibition, % at 5 µM | hit rate 0.74% among 340,000;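 active = inhibition above about 55%, limit read from the data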;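 also: 0% = DMSO-treated cells and 100% = wells with medium but no cells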
EBI2 antag = EBI2 receptor antagonists, beta-arrestin recruitment, primary screen, cell-based, luminescence, 7a,25-OHC stimulation, uHTS; 7a,25-OHC stimulated; inhibition, % at 5 µM; hit rate 0.81% among 360,000; in the data active = inhibition above about 38%;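 also: enzyme fragment complementation signal reports receptor beta-arrestin coupling in cells; 0% = agonist plus DMSO wells and 100% = wells without agonist; some results beyond the cut were filed as inactive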
Target sequence (P32249 whole entry, looked up, the tested form may be a part): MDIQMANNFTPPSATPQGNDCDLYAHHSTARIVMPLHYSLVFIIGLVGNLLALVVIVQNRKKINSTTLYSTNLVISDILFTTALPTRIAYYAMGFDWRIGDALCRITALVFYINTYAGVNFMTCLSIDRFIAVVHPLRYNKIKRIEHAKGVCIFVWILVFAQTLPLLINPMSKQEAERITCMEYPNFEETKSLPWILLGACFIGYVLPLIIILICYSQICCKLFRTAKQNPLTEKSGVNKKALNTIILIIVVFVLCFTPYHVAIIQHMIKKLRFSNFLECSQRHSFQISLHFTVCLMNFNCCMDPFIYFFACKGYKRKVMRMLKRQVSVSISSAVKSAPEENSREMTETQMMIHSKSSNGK
Jurkat NFkB inh = inhibitors of induced NF-kB luciferase reporter, primary screen, TCR NF-kB activation inhibitor project, cell-based, luminescence, uHTS; inhibition, % at 4 µM; Jurkat, PMA/ionomycin-induced NF-kB luciferase reporter; AID 435003, 2010; hit rate 0.53% among 330,000
Apaf1 inhib = inhibitors of human Apaf-1 apoptosome, primary screen, biochemical, DEVD-Rh110 fluorescence, uHTS; Apoptotic protease-activating factor 1 (Homo sapiens), O14727; inhibition, % at 20 µM; hit rate 0.71% among 330,000; reconstituted apoptosome caspase-3 activity; active = inhibition of at least 40% at 20 µM;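 also: plate controls were DMSO wells for no effect and DEVD-CHO caspase inhibitor wells for full effect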
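System – cell-free apoptosome with Apaf-1, procaspase-3 and caspase-9 · Buffer or medium – pH 7.5 Hepes buffer with CHAPS, BSA, DTT · Also added – cytochrome c with DEVD-Rh110 · Times – 30 min compound preincubation, 50 min activation, room temperature · Technique – Rh110 fluorescence intensity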
SENP8 block = SENP8 protease inhibitors, primary screen, biochemical, luminescence; purified SENP8, Z-RLRGG-aminoluciferin cleavage; inhibition, % at 10 µM; hit rate 1.2% among 330,000
UBC13 polyUb = UBC13 polyubiquitin chain formation inhibitors, primary screen, biochemical, TR-FRET, uHTS; Ubiquitin-conjugating enzyme E2 N (Homo sapiens), P61088; inhibition, % at 20 µM; hit rate 0.47% among 330,000; AID 485273, 2010; in the data active = inhibition above about 45%, passing the limit was not always enough
Target sequence (P61088 whole entry, looked up): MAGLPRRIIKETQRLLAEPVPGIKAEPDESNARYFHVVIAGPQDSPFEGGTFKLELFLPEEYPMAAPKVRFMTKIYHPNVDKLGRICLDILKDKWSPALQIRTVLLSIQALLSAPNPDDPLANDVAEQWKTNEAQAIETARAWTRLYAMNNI
697 NFkB inh = inhibitors of PMA/ionomycin-induced NF-kB reporter, 697 cells, primary screen, B-cell NF-kB inhibitor project, cell-based, luminescence, uHTS; 697 B-cell NF-kB luciferase reporter, 16 h; inhibition, % at 4 µM; hit rate 0.33% among 330,000; in the data active = inhibition above about 35%
Active calls of the source: *; x = no result given. Rule as the data show it, unless noted: active = inhibition above about 50%; inactive = the rest. Only part of the results is shown. The share of hits here may be higher or lower than overall.

The first 13 entries as a preview:
SMILES | CCR6 antag | Gli-Sufu antag | EBI2 antag | Jurkat NFkB inh | Apaf1 inhib | SENP8 block | UBC13 polyUb | 697 NFkB inh
CC(=O)n1c2c(c3ccccc31)OC(N)=C(C#N)C2c1cccc(Cl)c1Cl (stereo unspecified) | 10 | 2 | -45 | 2 | 8 | -8 | -8 | -18
O=C(Nc1ccc(N2CCOCC2)c(Cl)c1)c1ncn[nH]1 | -8 | 25 | 6 | -13 | -6 | 6 | 3 | -6
CCOc1ccc2nc(SC3CC(=O)N(c4ccccc4)C3=O)sc2c1 (stereo unspecified) | 4 | -22 | 16 | -18 | 13 | -2 | 6 | -15
c1ccc(-c2oc3ncnc(NCCCn4ccnc4)c3c2-c2ccccc2)cc1 | 24 | 15 | 39 | -11 | 31 | -5 | 17 | -56
CCN(c1ccccc1)S(=O)(=O)c1cc(OC)ccc1OC | 11 | -3 | -7 | 8 | -11 | -2 | 9 | 33
O=C(NC1CCCCCC1)C1CCCN(S(=O)(=O)c2cccs2)C1 (stereo unspecified) | 36 | -2 | 1 | -8 | 5 | 7 | 6 | -6
COc1ccc(CC(=O)Nc2c3c(nn2C(C)(C)C)CS(=O)C3)cc1 (stereo unspecified) | -10 | 8 | -2 | 7 | 3 | -13 | -2 | 13
CCCCc1nc2ccccc2c(NC(=O)CNC(C)(C)C)c1CCC | 0 | 2 | 1 | -8 | -6 | -4 | 5 | -6
COc1ccc(C(C#N)N2N=C(C)CC2c2ccccc2)cc1 (stereo unspecified) | 9 | 11 | -2 | 4 | 0 | -1 | 4 | -1
O=C(Nc1cccc(S(=O)(=O)NCc2ccco2)c1)c1cc(-c2ccccc2)nc2ccccc12 | 29 | -3 | 1 | -6 | -2 | 2 | -1 | 13
Cc1ccccc1N1CCN(C(=O)C2CCC(=O)N(C3CCCC3)C2)CC1 (stereo unspecified) | 3 | -8 | -1 | 9 | -7 | -3 | 3 | -1
FC(F)(F)c1cccc(CN2CCC(c3cc(-c4cccs4)n[nH]3)CC2)c1 | 13 | 48 | 4 | 18 | 8 | 1 | 25 | -18
O=C(N/N=C/c1ccc(COc2ccc(Br)cc2)o1)c1ccco1 | -2 | -5 | 11 | -16 | 23 | -2 | -5 | -19

Main list, from the start:
SMILES | CCR6 antag | Gli-Sufu antag | EBI2 antag | Jurkat NFkB inh | Apaf1 inhib | SENP8 block | UBC13 polyUb | 697 NFkB inh
CC(=O)n1c2c(c3ccccc31)OC(N)=C(C#N)C2c1cccc(Cl)c1Cl (stereo unspecified) | 10 | 2 | -45 | 2 | 8 | -8 | -8 | -18
O=C(Nc1ccc(N2CCOCC2)c(Cl)c1)c1ncn[nH]1 | -8 | 25 | 6 | -13 | -6 | 6 | 3 | -6
CCOc1ccc2nc(SC3CC(=O)N(c4ccccc4)C3=O)sc2c1 (stereo unspecified) | 4 | -22 | 16 | -18 | 13 | -2 | 6 | -15
c1ccc(-c2oc3ncnc(NCCCn4ccnc4)c3c2-c2ccccc2)cc1 | 24 | 15 | 39 | -11 | 31 | -5 | 17 | -56
CCN(c1ccccc1)S(=O)(=O)c1cc(OC)ccc1OC | 11 | -3 | -7 | 8 | -11 | -2 | 9 | 33
O=C(NC1CCCCCC1)C1CCCN(S(=O)(=O)c2cccs2)C1 (stereo unspecified) | 36 | -2 | 1 | -8 | 5 | 7 | 6 | -6
COc1ccc(CC(=O)Nc2c3c(nn2C(C)(C)C)CS(=O)C3)cc1 (stereo unspecified) | -10 | 8 | -2 | 7 | 3 | -13 | -2 | 13
CCCCc1nc2ccccc2c(NC(=O)CNC(C)(C)C)c1CCC | 0 | 2 | 1 | -8 | -6 | -4 | 5 | -6
COc1ccc(C(C#N)N2N=C(C)CC2c2ccccc2)cc1 (stereo unspecified) | 9 | 11 | -2 | 4 | 0 | -1 | 4 | -1
O=C(Nc1cccc(S(=O)(=O)NCc2ccco2)c1)c1cc(-c2ccccc2)nc2ccccc12 | 29 | -3 | 1 | -6 | -2 | 2 | -1 | 13
Cc1ccccc1N1CCN(C(=O)C2CCC(=O)N(C3CCCC3)C2)CC1 (stereo unspecified) | 3 | -8 | -1 | 9 | -7 | -3 | 3 | -1
FC(F)(F)c1cccc(CN2CCC(c3cc(-c4cccs4)n[nH]3)CC2)c1 | 13 | 48 | 4 | 18 | 8 | 1 | 25 | -18

Some values from the list.
c1ccc(-c2oc3ncnc(NCCCn4ccnc4)c3c2-c2ccccc2)cc1 – UBC13 polyUb = 17
COc1ccc(CC(=O)Nc2c3c(nn2C(C)(C)C)CS(=O)C3)cc1 (stereo unspecified) – EBI2 antag = -2

Going on with the list.
SMILES | CCR6 antag | Gli-Sufu antag | EBI2 antag | Jurkat NFkB inh | Apaf1 inhib | SENP8 block | UBC13 polyUb | 697 NFkB inh
O=C(N/N=C/c1ccc(COc2ccc(Br)cc2)o1)c1ccco1 | -2 | -5 | 11 | -16 | 23 | -2 | -5 | -19
O=C(O)c1cn[nH]c1-n1cnnn1 | 2 | 3 | -19 | 13 | -10 | -1 | -7 | 11
O=C(N/N=C/c1cccc([N+](=O)[O-])c1)c1cccc2cc[nH]c12 | -7 | 3 | -2 | -7 | -5 | -2 | -1 | 14
Cn1ccc(C(=O)Nc2ccc(Br)cc2Br)n1 | -11 | -81 | 5 | -124 | 6 | 38 | 3 | -141
CCN(CC(=O)Nc1ccc(OC)cc1)C(=O)Cc1ccc(OC)c(S(=O)(=O)N2CCOCC2)c1 | 3 | -14 | 2 | -11 | 29 | -2 | 17 | -6
COc1ccc(C(=O)N2CCN(S(=O)(=O)c3cc(Cl)ccc3OC)CC2)cc1 | 4 | 2 | -7 | 4 | 6 | -1 | -4 | 14
Cc1cccc(NC(=S)N(Cc2ccc(Br)cc2)Cc2ccc(C(=O)O)cc2)c1 | 1 | 11 | -8 | -4 | 6 | 6 | -8 | 15
COc1ccc(C2N(c3ccc(OC)cc3)C(=S)N3CCCN23)cc1 (stereo unspecified) | 4 | 8 | 1 | -5 | 8 | -5 | 5 | 14
CC1=C(C(=O)OCC2CCCO2)C(c2ccsc2)C2=C(CCCC2=O)N1 (stereo unspecified) | 21 | 7 | 4 | -4 | -6 | 8 | -3 | 15
CCOC(=O)C1CCCN(C(=O)Cn2cccc2C(=O)c2ccccc2)C1 (stereo unspecified) | 9 | -11 | -2 | 0 | 1 | 3 | 3 | 10
COC(=O)/C(C#N)=C/c1c(Oc2cccc(C)c2C)nc2ccccn2c1=O | 13 | 1 | -4 | 20 | -1 | 13 | -8 | 6
CCOC(=O)NCC(C#CCN(CC)CC)N(CC)CC (stereo unspecified) | 2 | 2 | -5 | -9 | 6 | 7 | 2 | 6
COc1ccc(N(CC(=O)NCc2ccc(F)cc2)C(=O)CCC(=O)Nc2ccccn2)cc1 | 22 | 69* | 7 | -29 | 8 | 3 | 2 | -8
COc1cccc(CNC(=O)CN2C(=O)COc3ccc(S(=O)(=O)N4CCCCC4)cc32)c1 | 5 | -6 | 6 | -7 | 9 | -10 | -2 | -8
COc1ccc(N(C2CSC2)S(=O)(=O)c2ccccc2)cc1 | 21 | -1 | 1 | -17 | -5 | 1 | 2 | 21
CCN1CCN(S(=O)(=O)c2c(C)cc(C)cc2C)CC1 | 10 | 5 | -7 | -7 | -2 | -3 | 0 | -11
O=Nc1c(O)n(Cc2cccc(Cl)c2)c2ccccc12 | 10 | 1 | 7 | 5 | 19 | -24 | -7 | -15
O=C(NCCCN1CCCCC1)C1CCCN(c2ncnc3c2nc2n3CCCCC2)C1 (stereo unspecified) | -12 | -12 | -7 | 0 | 2 | 3 | 14 | -7
Oc1ccccc1Oc1ncc(Br)c(N2CCOCC2)n1 | 7 | -1 | 3 | 3 | 14 | -9 | -8 | -8
CCOC(=O)c1ccc(NC(=O)C(=O)NCC2(c3ccc(OC)cc3)CCOCC2)cc1 | 6 | 33 | 2 | 15 | -4 | 4 | 4 | -11
COC(=O)C[C@H]1c2cc(C(F)(F)F)ccc2S(=O)(=O)N1Cc1ccc(OC)cc1 | -1 | -1 | -6 | 4 | 9 | 2 | 10 | 8
O=C(CCNS(=O)(=O)c1ccc(Br)s1)Nc1ccc(Cl)cc1 | 38 | -1 | 2 | 2 | 11 | -12 | 8 | 9
Cc1ccc(NCN2C(=O)C3C4CCC(C4)C3C2=O)cc1 (stereo unspecified) | x | x | x | -15 | -1 | 1 | 3 | 16
Cc1c(NC(=O)CSc2ccccn2)c(=O)n(-c2ccccc2)n1C | 6 | 1 | -1 | -11 | -7 | -8 | 6 | -16
CC(c1ccccc1F)n1cc(C(=O)NCCCn2ccnc2)nn1 (stereo unspecified) | -9 | 4 | -6 | -20 | -5 | 0 | -6 | -10
Cc1cccc(NC(=S)NCC23C=CC(O2)C2C(=O)N(c4ccc(Cl)cc4)C(=O)C23)c1 (stereo unspecified) | 22 | -5 | -6 | 1 | 18 | -11 | -1 | -8
CCCNS(=O)(=O)c1ccc(OCC(=O)OC)cc1 | -4 | 3 | -10 | 16 | -7 | -2 | 3 | 6
COc1ccc(-c2cc(C(=O)Nc3ccc(Cl)cc3Cl)c3ccccc3n2)cc1OC | 7 | -5 | 11 | 11 | -2 | -13 | 20 | -18
O=C(Cc1ccccc1)NCC(=O)N1CCC1 | 14 | -23 | -8 | 8 | 9 | 0 | 6 | -18
CCn1c(SCC(=O)Nc2ccc(NC(C)=O)cc2)nc2c([nH]c3ccccc32)c1=O | 13 | 0 | -1 | -12 | 2 | -8 | -9 | 15
O=C(C[n+]1cc(-c2ccc(Cl)cc2)n2c1CCC2)Nc1nc(-c2ccc(F)cc2)cs1 | 26 | 7 | -4 | 19 | 20 | -14 | 24 | -8
CC(=O)Oc1ccc(-c2ccc(C(=O)Nc3cccc(S(=O)(=O)N4CCOCC4)c3)cc2)cc1 | -15 | -4 | 12 | 12 | -5 | 5 | 16 | 19
Cc1oc(-c2ccc(Cl)cc2)nc1CN1CCCC(C(=O)NCc2ccco2)C1 (stereo unspecified) | 7 | 5 | -3 | 8 | 8 | 2 | -8 | -17
C=CCn1c(NC(=O)c2ccc(C)cc2)nc2ccccc21 | -3 | -48 | 0 | -58 | 0 | -12 | 46* | -113
COc1cc(C(=O)N/N=C(\C)Cn2nc([N+](=O)[O-])cc2C)ccc1O | 7 | -6 | -7 | -3 | -2 | 0 | -2 | 5
CCCCC(O)(c1ccc(OC)cc1)C(CN1CCOCC1)c1ccccc1 (stereo unspecified) | 6 | 12 | 15 | 2 | 22 | -11 | -4 | -1
COc1ccc(CCNC(=O)C2(c3ccccc3)CC2)cc1 | 18 | 37 | 16 | 1 | 15 | 1 | 5 | 16
CC(=O)c1ccccc1NC(=O)CSc1n[nH]c(=O)n1C1CC1 | 3 | -1 | 4 | 3 | 4 | 1 | -1 | -3
C[C@H](NC(=O)C1CCN(S(=O)(=O)c2ccccc2)CC1)C(=O)NCc1ccc(Cl)cc1Cl | 9 | 18 | 9 | 12 | 19 | -2 | -8 | -19
Cc1cc(=O)[nH]c(SCC(=O)Nc2nonc2C)n1 | 7 | 7 | -5 | 6 | 0 | -2 | 8 | 21
CC(=O)c1ccc(NC(=O)CC2S/C(=N/N=C3CCCCCC3)NC2=O)cc1 (stereo unspecified) | 6 | -2 | 8 | 7 | -4 | -9 | 1 | -10

Screening results (PubChem BioAssay)
